Compound activity: PubChem, The Scripps Research Institute Molecular Screening Center
PAFAH1B3 inh: inhibitors of human PAFAH1B3 | actives 0.28% (n = 340,000) | Q15102 | recombinant PAFAH1B3, FP-rhodamine probe, fluorescence polarization | inhibition, % at 3.39 µM;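 active = inhibition above the screen-wide average of all tested compounds plus 3 SD, cut at about 25% in these data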;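 note: 0% = enzyme with DMSO only and 100% = wells lacking PAFAH1B3 protein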
PME-1 primary: blocks human protein phosphatase methylesterase 1; recombinant PME-1, FP-Rh probe fluorescence polarization; actives 0.53% (n = 320,000); Q9Y570; inhibition, % at 5.9 µM;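 active = inhibition above the campaign mean of all compounds plus 3 SD, cut at about 26% in these data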;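 note: competitive labeling of PME-1 active site by serine hydrolase directed probe; 0% = PME-1 with DMSO and 100% = wells lacking PME-1 enzyme; inhibitors block probe labeling so polarization falls and inhibition rises; many of its hits are not listed in these tables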
pPAFAH FP inh: pPAFAH (human) enzyme inhibition. Q13093. recombinant pPAFAH, FP-rhodamine probe fluorescence polarization. inhibition, % at 3.39 µM. actives 1.5% (n = 330,000). AID 463082;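 active = inhibition above the mean inhibition across the screen plus 3 SD, cut at about 25% in these data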;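 note: inhibitors block binding of the rhodamine activity-based probe so polarization drops; 0% = enzyme with DMSO and 100% = wells lacking pPAFAH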
LYPLA2 inh: blocks human lysophospholipase 2, a PME1 counter-screen. O95372. recombinant LYPLA2, FP-Rh probe fluorescence polarization. inhibition, % at 5.9 µM. actives 0.38% (n = 320,000). AID 2177;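 active = inhibition above the screen-wide mean plus 3 SD, limit set per campaign, cut at about 26% in these data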;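 note: 0% = LYPLA2 with DMSO and 100% = wells lacking LYPLA2 enzyme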
GSTO1 counter: blocks human GSTO1 in RBBP9 counter-screen; P78417; recombinant GSTO1, activity-based probe fluorescence polarization; inhibition, % at 5.96 µM; actives 1.1% (n = 300,000);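 active = inhibition above the campaign mean inhibition plus 3 SD, cut at about 35% in these data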;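 note: 0% = GSTO1-1 with DMSO and 100% = wells lacking GSTO1-1 enzyme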
LYPLA1 inh: counter-screen for PME1 inhibitors: inhibitors of human LYPLA1; recombinant LYPLA1, FP-Rh probe fluorescence polarization; inhibition, % at 5.9 µM; actives 0.16% (n = 320,000);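 active = inhibition above the mean of all tested compounds plus 3 SD, set per campaign, cut at about 14% in these data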;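 note: inhibitors block serine hydrolase probe labeling of LYPLA1 so polarization falls; 0% = enzyme with DMSO and 100% = wells lacking LYPLA1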
Target sequence (O75608 whole entry, looked up): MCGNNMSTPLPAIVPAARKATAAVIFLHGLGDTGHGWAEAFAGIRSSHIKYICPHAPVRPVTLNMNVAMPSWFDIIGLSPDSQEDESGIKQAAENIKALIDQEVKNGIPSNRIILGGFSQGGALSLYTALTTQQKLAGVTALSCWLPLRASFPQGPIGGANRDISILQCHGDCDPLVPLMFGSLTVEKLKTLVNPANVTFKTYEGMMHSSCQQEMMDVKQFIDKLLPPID
PAFAH2 inh: inhibitors of human PAFAH2; recombinant PAFAH2, FP-rhodamine activity probe, fluorescence polarization; inhibition, % at 3.39 µM; actives 0.99% (n = 340,000);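 active = inhibition above the mean over all tested compounds plus 3 SD, cut at about 30% in these data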;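 note: inhibitors block probe labeling of enzyme so polarization drops; 0% = enzyme with DMSO and 100% = wells lacking PAFAH2 protein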
PAFAH1B2 FP inh: PAFAH1B2 (human) inhibition. P68402. recombinant PAFAH1B2, FP-rhodamine activity probe, fluorescence polarization. inhibition, % at 3.39 µM. actives 1.2% (n = 340,000);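 active = inhibition above the mean of all tested compounds plus 3 SD, cut at about 24% in these data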;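 note: 0% = enzyme with DMSO and 100% = wells lacking PAFAH1B2; many of its hits are not listed in these tables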
PAD4 inh: PAD4 (human) enzyme inhibition; recombinant PAD4, RCA probe fluorescence polarization; inhibition, % at 6.36 µM; actives 0.41% (n = 330,000); AID 485272;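 active = percent inhibition above a cutoff equal to the mean of all tested compounds plus 3 SD, cut at about 15% in these data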;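 note: 0% = PAD4 with RCA probe and DMSO and 100% = probe without PAD4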
Target sequence (Q9UM07 whole entry, looked up): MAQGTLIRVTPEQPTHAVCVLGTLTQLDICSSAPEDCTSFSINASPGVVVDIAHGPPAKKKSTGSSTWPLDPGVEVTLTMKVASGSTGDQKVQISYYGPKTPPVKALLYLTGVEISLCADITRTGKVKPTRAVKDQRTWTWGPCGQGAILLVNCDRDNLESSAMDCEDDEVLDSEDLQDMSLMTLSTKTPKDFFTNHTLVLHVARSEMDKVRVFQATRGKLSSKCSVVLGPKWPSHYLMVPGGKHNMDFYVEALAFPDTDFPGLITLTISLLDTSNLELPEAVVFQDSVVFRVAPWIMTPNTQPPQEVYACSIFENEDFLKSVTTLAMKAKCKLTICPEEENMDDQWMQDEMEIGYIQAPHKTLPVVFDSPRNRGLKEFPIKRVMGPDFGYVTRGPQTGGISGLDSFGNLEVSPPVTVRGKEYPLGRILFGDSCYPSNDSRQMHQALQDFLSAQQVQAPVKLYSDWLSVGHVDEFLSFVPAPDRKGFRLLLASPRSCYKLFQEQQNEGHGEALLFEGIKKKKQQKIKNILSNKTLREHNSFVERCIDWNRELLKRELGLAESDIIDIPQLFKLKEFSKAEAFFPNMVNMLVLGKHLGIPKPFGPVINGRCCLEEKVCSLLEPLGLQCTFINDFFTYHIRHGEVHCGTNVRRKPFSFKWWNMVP
Numbers without * were called inactive; . = no result given. Some of the compounds tested. The share of hits here may be higher or lower than overall.

Screens in order – LYPLA1 inh, GSTO1 counter, PAFAH1B3 inh, PAFAH2 inh, LYPLA2 inh, PAFAH1B2 FP inh, pPAFAH FP inh, PAD4 inh, PME-1 primary
COc1cc(-c2nnc(SCC(=O)c3ccccc3)o2)cc(OC)c1OC
  -9, 7, 4, 0, -4, 0, -2, 0, -6
O=C(NNS(=O)(=O)c1ccc(F)c(Cl)c1)c1cccc(S(=O)(=O)N2CCOCC2)c1
  -2, 11, 8, 3, 0, 6, 2, 1, -5
Cc1cc(C(=O)NNC(=O)c2ccccc2F)c2ccccc2n1
  -4, ., 4, -2, 3, -1, 1, 0, 0
Cc1ccc(C)c(NC(=O)CNC(=O)N2CC(=O)Nc3ccccc32)c1
  5, 1, 1, 10, -2, 2, 1, -4, -2
Cc1ccc(OCc2cc(C(=O)N3CC4C[C@@H]5CC3C[C@H](C4)C5)no2)cc1C
  1, 5, 6, -4, -3, 1, 0, 1, -4
Fc1ccc(Oc2nc(-c3ccccc3)nnc2C(F)(F)F)cc1
  -3, 9, 2, 9, -7, 2, -8, 4, 0
CSc1ccc(S(=O)(=O)NCc2ccccc2C)cc1
  0, 1, 3, 5, -2, 13, 7, -1, 8
CCOc1ccc(NC(=O)CSc2ncnc3c2sc2ccccc23)cc1
  1, -2, 2, -6, 5, -1, 5, 0, 5
COc1ccc(OC)c(NC(=O)COc2ccc(S(=O)(=O)NC(C)C)cc2)c1
  2, -10, 15, 8, 3, 0, 5, -1, 3
CCCCNC(=S)N(C)/N=C/c1ccc(OCC(=O)Nc2c(C)cc(C)cc2C)c(OC)c1
  0, -1, -3, -6, -4, 0, -2, -2, 0
COC(=O)COc1ccc(NS(=O)(=O)c2cccc([N+](=O)[O-])c2)cc1
  -2, 3, -1, 7, -4, -1, 0, 1, 1
O=C(Nc1ccccc1N1CCOCC1)c1cc(=O)[nH]c2ccccc12
  0, ., 4, 3, -4, -1, 0, -4, -2
Cc1nn(C(=O)c2ccco2)c(C)c1Sc1ccc(Cl)cc1
  3, 1, 1, 5, 3, 4, -1, 1, 6
CCN1CCN(c2nc3c(c(=O)[nH]c(=O)n3C)n2Cc2ccccc2F)CC1
  1, -3, 3, 0, 2, 2, 3, 1, 1
Cc1[nH]c(=O)[nH]c(=O)c1S(=O)(=O)N(C)Cc1ccccc1
  -2, 0, -4, -6, 4, 1, -3, -4, 0
CCCCOc1ccc(-c2nnn(CCC(=O)N3CCOCC3)n2)cc1
  1, -1, 18, -3, -7, 0, 4, -4, 1
COc1cc2cc(CN(CCO)S(=O)(=O)c3ccccc3Cl)c(=O)[nH]c2cc1OC
  -4, 10, 8, 3, 1, -3, 7, -3, -9
CCCCN1C(N)=NC[C@@H]1Cc1ccccc1
  -2, -5, 3, -1, 0, 5, 3, -3, 7
CCn1c(C)cc(C(=O)COC(=O)c2ccccc2[N+](=O)[O-])c1C
  ., ., 2, 12, ., 5, 3, 0, .
CCC(CC)c1nnc(NC(=O)CCS(=O)(=O)Cc2ccccc2)s1
  4, -2, 5, 3, 1, 8, 8, -2, 2

Five entries picked at random from those above, as already listed:
Screens in order – LYPLA1 inh, GSTO1 counter, PAFAH1B3 inh, PAFAH2 inh, LYPLA2 inh, PAFAH1B2 FP inh, pPAFAH FP inh, PAD4 inh, PME-1 primary
CCN1CCN(c2nc3c(c(=O)[nH]c(=O)n3C)n2Cc2ccccc2F)CC1
  1, -3, 3, 0, 2, 2, 3, 1, 1
COC(=O)COc1ccc(NS(=O)(=O)c2cccc([N+](=O)[O-])c2)cc1
  -2, 3, -1, 7, -4, -1, 0, 1, 1
Cc1nn(C(=O)c2ccco2)c(C)c1Sc1ccc(Cl)cc1
  3, 1, 1, 5, 3, 4, -1, 1, 6
COc1cc(-c2nnc(SCC(=O)c3ccccc3)o2)cc(OC)c1OC
  -9, 7, 4, 0, -4, 0, -2, 0, -6
O=C(NNS(=O)(=O)c1ccc(F)c(Cl)c1)c1cccc(S(=O)(=O)N2CCOCC2)c1
  -2, 11, 8, 3, 0, 6, 2, 1, -5

New compounds follow:
Screens in order – LYPLA1 inh, GSTO1 counter, PAFAH1B3 inh, PAFAH2 inh, LYPLA2 inh, PAFAH1B2 FP inh, pPAFAH FP inh, PAD4 inh, PME-1 primary
COc1cc(NC(=O)CSCc2ccc(Cl)cc2Cl)c(C(=O)O)cc1OC
  0, 5, -2, 11, -2, 2, 1, 1, 0
CCC1=NN2C(=N)/C(=C/c3ccc(OS(=O)(=O)c4ccc(C)cc4)c(OC)c3)C(=O)N=C2S1
  -6, -6, 2, -7, -8, 12, 13, -9, -5
CC(O)CNCCCOc1cccc(C(F)(F)F)c1 (stereo not given)
  -1, -2, 2, 3, 2, -2, 3, 1, -2
Nc1cc(=O)[nH]n1C1CCN(c2ccccc2)CC1
  -1, 10, -1, -1, 1, 4, 3, 1, -1
CCOC(=O)Cn1c(=NC(=O)CSC(C)=O)sc2ccccc21
  -4, 2, -7, 9, 1, 2, 2, 11, -7
COc1ccc(NC(=O)CN(C)C(=O)CN2C(=O)c3ccc([N+](=O)[O-])cc3C2=O)cc1
  -1, 4, -2, -3, -4, 2, 5, -1, 6
COC(=O)c1sccc1NC(=O)c1c(C)noc1C
  -3, -1, 7, 1, -2, 3, -3, 2, 1
Cc1cc(-c2ccc([N+](=O)[O-])cc2)nc2ccccc12
  -1, 4, 1, 3, -4, 1, 3, -1, 7
COC(=O)c1c(CSc2cccc(C)c2)noc1C(=O)NCc1ccco1
  1, -10, -3, 13, 2, 11, 11, -2, 0
COc1ccc(S(N)(=O)=O)cc1C(=O)OCC(=O)Nc1sccc1C#N
  ., ., 5, 2, ., 1, 1, 2, .
COc1ccc(-c2ccc(OC)c([C@H]3[C@@H]4C=CCC[C@@]4(C)C(=O)N3Cc3ccccc3)c2)cc1OC
  -1, -2, 5, 2, -5, -3, 1, 1, 2
C/C(=N\NC(=O)c1ccccc1O)c1cccs1
  2, 21, -1, 16, -1, 0, 0, 4, -17
COc1ccc(CCNC2=C(Cl)C(=O)N(CCc3ccc(OC)c(OC)c3)C2=O)cc1OC
  3, -11, 6, -3, 15, 7, 4, -3, -5
CCOC(=O)N1CCN(CCC(=O)Nc2cc(OC)ccc2OC)CC1
  0, 3, 6, 2, -1, 1, 5, -2, 1
Cc1cc(C)c(C)c(S(=O)(=O)N2CCN(CC(=O)c3c(N)n(Cc4ccccc4)c(=O)n(C)c3=O)CC2)c1C
  -8, -4, 5, -6, -9, -3, 2, -8, -8
C=CCNS(=O)(=O)c1ccc(OCC(=O)OC)cc1
  -1, 0, 4, 5, 4, -1, -1, 1, -1
O=C(NC1CCCC1)c1ccc2nc[nH]c2c1
  2, 3, 1, 6, 1, -3, 8, -5, -2
CCOc1ccc(OCC)c(Nc2cc(C)nc3ncnn23)c1
  -1, -1, 9, -5, -5, 2, 2, 2, 0
COc1ccc(CNC(=O)c2ccc(S(=O)(=O)NCc3ccco3)cc2)cc1
  -2, ., 0, 1, 1, 2, -6, -4, -7
COc1ccc(Cc2nnc3n2N=C(c2cc4ccccc4o2)CS3)cc1OC
  4, 9, 8, 13, 8, -1, 1, 0, 0
COc1ccc(N(CC(=O)NCCSc2ccccc2)S(=O)(=O)c2ccccc2)cc1OC
  1, 0, -5, -4, 1, 3, 3, -4, 8
COc1ccc(C2Nc3ccccc3C(=O)N2c2ccccc2)cc1Cn1cc([N+](=O)[O-])cn1 (stereo not given)
  1, -6, 4, 3, 5, -3, 1, -1, 3
O=C(COC(=O)/C=C/c1cccc(C(F)(F)F)c1)Nc1cccc2ccccc12
  2, 7, 8, -9, 10, -6, -1, 0, -2
Cc1cc(C)n(CCCN2C(=O)c3cccc4cccc(c34)C2=O)n1
  7, 5, -3, 0, 8, 0, 1, 0, 3
O=C(NC1CCCCC1)C12CC3CC(CC(Cl)(C3)C1)C2
  2, 2, 6, -2, 2, 21, 3, 1, 2
COc1ccc2c(c1)c(=O)c(Br)c(C)n2Cc1ccccc1
  -2, 3, 9, -3, -3, -2, 5, 1, 0
COc1cccc(C(=O)Nc2nnc(S(=O)(=O)Nc3cccc(C)c3)s2)c1
  4, -67, 6, 1, 9, 0, 10, 9, -1
Cc1nc(S/C(=C/c2ccc(-c3cc(Cl)ccc3C)o2)C(=O)O)n[nH]1
  26*, 3, 25, 28, 15, 13, 47*, 0, 34*
CC1(C)CC(=O)c2sc(NS(=O)(=O)c3cc(Cl)ccc3Cl)nc2C1
  -3, -27, 4, 22, -6, 10, 4, -4, 4
CCN(CC)S(=O)(=O)c1ccc(NC(=O)C(OC)c2ccccc2)cc1 (stereo not given)
  -1, 3, 15, 2, 2, 6, -1, 2, 0
CC(=O)Nc1nnc(-c2ccco2)o1
  -3, -2, -1, 0, -1, 0, -1, -3, -2
COc1cccc(NC(=O)Cn2c(=O)n(-c3cc(OC)c(OC)c(OC)c3)c(=O)c3ccccc32)c1
  0, 6, 6, -9, -1, 0, -8, -3, -6
CCN1C(=O)[C@@H]2[C@@H](c3ccc(-c4cccc(Cl)c4)cc3)N3CCC[C@@]3(C(=O)OC)[C@@H]2C1=O
  -2, -37, -12, 4, 0, 2, 3, -6, 0
CC1=C(C(=O)OCc2ccccc2)C(c2ccc(C)o2)C2=C(CCCC2=O)N1 (stereo not given)
  2, 1, 6, 3, 3, 2, 0, -7, 5
CC(C)c1ccccc1NC(=O)c1ccccc1NC(=O)C1CCCCC1
  0, -5, -3, -3, 1, 1, 10, -4, 0
COC(=O)c1ccc2c(=O)n(Cc3ccc(C(=O)NCCCN4CCOCC4)cc3)c(=S)[nH]c2c1
  -5, -6, 2, 2, 11, -1, 2, -5, -1
CCCCC(Sc1nc(C)c(Cc2ccccc2)c(=O)[nH]1)C(=O)O (stereo not given)
  -2, -8, 1, -2, 2, 4, 0, 5, 3
Cc1cccc(CC2S/C(=N/N=C/c3ccco3)N(c3ccccc3)C2=O)c1 (stereo not given)
  4, 1, 7, 1, 8, -4, 3, 1, 9
O=C(NCCCO)c1ccc(CSc2nc3ccccc3c(=O)[nH]2)cc1
  2, 15, 1, -2, 12, 3, 1, -4, -3
Cc1ccc(S(=O)(=O)N2CC(C)N(C(=O)N3CCOCC3)C2)cc1 (stereo not given)
  0, 4, -1, -5, 2, 7, 4, 1, 2
Cc1nc(C(=O)O)nn1-c1cc(Cl)ccc1Cl
  1, 8, 15, -3, 0, 3, 1, 2, -2
CNC(=O)COC(=O)c1cccc(S(=O)(=O)N2CCN(c3ccc(F)cc3)CC2)c1
  -4, -5, -5, 4, 3, 1, 2, -2, -3

A draw from above in order of count of non-hydrogen atoms, largest number first:
Screens in order – LYPLA1 inh, GSTO1 counter, PAFAH1B3 inh, PAFAH2 inh, LYPLA2 inh, PAFAH1B2 FP inh, pPAFAH FP inh, PAD4 inh, PME-1 primary
COC(=O)c1ccc2c(=O)n(Cc3ccc(C(=O)NCCCN4CCOCC4)cc3)c(=S)[nH]c2c1
  -5, -6, 2, 2, 11, -1, 2, -5, -1
COc1ccc(C2Nc3ccccc3C(=O)N2c2ccccc2)cc1Cn1cc([N+](=O)[O-])cn1 (stereo not given)
  1, -6, 4, 3, 5, -3, 1, -1, 3
Cc1nc(S/C(=C/c2ccc(-c3cc(Cl)ccc3C)o2)C(=O)O)n[nH]1
  26*, 3, 25, 28, 15, 13, 47*, 0, 34*
CCCCC(Sc1nc(C)c(Cc2ccccc2)c(=O)[nH]1)C(=O)O (stereo not given)
  -2, -8, 1, -2, 2, 4, 0, 5, 3
COc1ccc2c(c1)c(=O)c(Br)c(C)n2Cc1ccccc1
  -2, 3, 9, -3, -3, -2, 5, 1, 0
